# NPC1 prom act = activators of NPC1 promoter. Huh7 NPC1 promoter luciferase reporter, 24 h. Potency, µM (highest dose often 9.22 µM), for the others: at the top dose activation, actives largely listed as activators. hit rate 2.4% among 320,000;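 further: potency means the concentration at half of the fitted maximal effect; % of control where 0% means no effect; nearly all actives have a fitted effect of over 60% in size; reporter is driven by a mutant NPC1 promoter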
#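 Quantitative HTS used a cell-based reporter: Huh7 cells stably bearing the NPC1 promoter upstream of luciferase were treated with compounds for 24 h, and promoter activation was read as luminescence.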
# Gal4-VP16 FLuc = counter-screen for ROR gamma inhibitors: Gal4-VP16 reporter. Drosophila S2 Gal4-VP16 UAS-luciferase, luminescence, 20 h. Potency, µM (highest dose often 53.6 µM), without a hit: at the top dose activity, negative = inhibition, hits mostly inhibitors. hit rate 3.5% among 310,000;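 further: Gal4-VP16 expression switched on by copper sulfate through the metallothionein promoter; potency means the concentration at half of the fitted maximal effect; on the % scale 0 is the no-effect control and ±100 the full control effect; nearly all actives have a fitted effect of over 50% in size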
# FLuc counter = counter-screen for miR-21 project: firefly luciferase inhibitors or activators; P08659; purified FLuc, Km substrates, luminescence inhibition; Potency, µM (top dose mostly 57.5 µM), inactives show top-dose activity change, negative = inhibition, hits mostly inhibitors; hit rate 6.9% among 360,000;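 further: potency means the concentration at half of the fitted maximal effect; plate controls were vehicle for no effect and reference inhibitor for full effect; nearly all actives have a fitted effect of over 55% in size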
# Target sequence (P08659 whole entry, looked up): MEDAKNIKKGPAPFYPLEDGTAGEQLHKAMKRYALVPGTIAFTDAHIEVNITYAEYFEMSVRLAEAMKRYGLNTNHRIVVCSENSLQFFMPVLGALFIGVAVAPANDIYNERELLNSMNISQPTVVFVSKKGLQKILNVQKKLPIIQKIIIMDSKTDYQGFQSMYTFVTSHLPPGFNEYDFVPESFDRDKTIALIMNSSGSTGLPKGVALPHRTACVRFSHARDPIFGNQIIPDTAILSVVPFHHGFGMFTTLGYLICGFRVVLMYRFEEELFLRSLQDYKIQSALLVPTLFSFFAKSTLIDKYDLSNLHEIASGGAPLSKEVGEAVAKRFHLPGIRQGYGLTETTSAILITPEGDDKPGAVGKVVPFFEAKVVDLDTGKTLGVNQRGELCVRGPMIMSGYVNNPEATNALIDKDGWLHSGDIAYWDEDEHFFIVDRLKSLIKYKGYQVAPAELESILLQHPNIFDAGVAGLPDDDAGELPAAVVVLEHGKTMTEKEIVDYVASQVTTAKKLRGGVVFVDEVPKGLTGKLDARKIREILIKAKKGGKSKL
#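 Purified P. pyralis luciferase, 10 nM final, with Km-level 10 uM D-luciferin and 10 uM ATP in 50 mM Tris acetate pH 7.5, 10 mM Mg acetate, 0.01% Tween-20, 0.05% BSA; 6-point qHTS titration about 60 µM downward; luminescence read.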
# Menin-MLL TR inh = inhibitors of human menin-MLL interaction, mutant MLL peptide; hit rate 0.23% among 270,000; Potency, µM (series often up to 61.6 µM), without a hit: top-dose FP activity change, negative = inhibition, most hits filed as inhibitors; Menin + Texas Red MLL mutant peptide, fluorescence polarization; O00255; active means well fitted inhibition curve with a large enough effect in the polarisation, with a control signal flat, not every such curve was filed as active; inconclusive means small, poorly fitted or top-dose-only effect, or effect the other way, or a change in a side signal; inactive means no such curve, though single readings can be large or run the other way; the % refers to the polarisation; further: potency means the concentration at half of the fitted maximal effect; % of control where 0% means no effect; many of its hits are not listed in these tables
# BRCA1 expr act = activators of BRCA1 expression; AID 624202; MCF7-BRCA1-FFLuc reporter, luminescence, 48 h; response scale: scaled: vehicle 0%, 10 µM genistein 100%; Potency, µM (series often up to 46.1 µM), for the others: at the highest dose activation, most hits filed as activators; hit rate 1.1% among 380,000; further: potency means the concentration at half of the fitted maximal effect; nearly all actives have a fitted effect of over 80% in size; some results filed as inactive show a strong effect at the top dose
#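 48 h compound treatment of MCF7-BRCA1-FFLuc cells (phenol-red free MEM, 37 °C), then 15 min with luciferase substrate and luminescence imaging.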
# PKM2 act = PKM2 (human) enzyme activation; purified PKM2, Kinase-Glo ATP luminescence, activation; response scale: 0% is enzyme alone, no compound; hit rate 0.34% among 260,000; AID 1631; P14618; Potency, µM (doses to about 57.5 µM), for inactives: at the top dose activation, most hits filed as activators; further: potency means the concentration at half of the fitted maximal effect; on the % scale 0 is the no-effect control and ±100 the full control effect; nearly all actives have a fitted effect of over 55% in size
#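 Purified hPK-M2 (>95% pure) converted ADP (0.1 mM final) to ATP with 0.5 mM PEP in 50 mM imidazole pH7.2, KCl, MgCl2, Tween 20, BSA; 1 h at room temperature. ATP detected by Kinase-Glo luminescence.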
# Giardia killer = Giardia lamblia killing; Giardia lamblia trophozoite viability; activity change, % at 7.66 µM, hits read low; hit rate 0.15% among 340,000; in the data active means activity change below about -80%; inconclusive means between about -30% and that limit;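 further: parasites exposed to compound for two days anaerobically before the ATP read; on the % scale 0 is the no-effect control and ±100 the full control effect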
#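 Anaerobic 48 hrs incubation at 37 deg C of 100 trophozoites/well with test compounds; ATPLite 1-Step luminescence, 15-30 min RT, reports cellular ATP as viability.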
# RORg inh = ROR gamma (mouse) transcription inhibition | P51450 | Drosophila S2 Gal4-RORgamma UAS-luciferase reporter, 20 h | Potency, µM (doses to about 53.6 µM), inactives show at the highest dose activity change, negative = inhibition, hits mostly inhibitors | hit rate 5.4% among 310,000 | AID 2551; further: potency means the concentration at half of the fitted maximal effect; on the % scale 0 is the no-effect control and ±100 the full control effect; nearly all actives have a fitted effect of over 60% in size
# Target sequence (P51450 whole entry, looked up, the tested form may be a part): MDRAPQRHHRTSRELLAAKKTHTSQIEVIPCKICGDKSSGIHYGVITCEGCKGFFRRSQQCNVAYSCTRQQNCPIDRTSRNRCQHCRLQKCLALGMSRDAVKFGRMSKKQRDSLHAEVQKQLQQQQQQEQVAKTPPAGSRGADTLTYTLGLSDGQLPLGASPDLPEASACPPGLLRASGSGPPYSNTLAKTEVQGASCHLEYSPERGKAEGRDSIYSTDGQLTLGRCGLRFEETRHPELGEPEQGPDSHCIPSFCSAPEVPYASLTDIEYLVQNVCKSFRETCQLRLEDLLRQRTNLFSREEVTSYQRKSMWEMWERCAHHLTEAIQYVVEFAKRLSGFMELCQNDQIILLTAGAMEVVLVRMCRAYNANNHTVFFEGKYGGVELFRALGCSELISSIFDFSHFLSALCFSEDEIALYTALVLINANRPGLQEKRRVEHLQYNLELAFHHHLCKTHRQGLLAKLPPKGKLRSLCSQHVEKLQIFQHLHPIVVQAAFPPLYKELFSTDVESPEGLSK
#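 Using a luciferase readout, inhibitors were identified by reduced reporter activity in Drosophila cells coexpressing a copper-inducible Gal4–ROR gamma fusion and UAS-driven Photinus luciferase, incubated 20 hr after 700 uM copper sulfate.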
# ELG1 genotoxic = induces genotoxicity in HEK293T cells with luciferase-tagged ELG1. AID 504466. Potency, µM (titrated, usually from 46 µM), for the others: top-dose activity change, positive = activation, most hits filed as activators. hit rate 1.3% among 330,000. HEK293T ELG1-luciferase reporter, luminescence, 16 h; further: potency means the concentration at half of the fitted maximal effect; % of control where 0% means no effect; nearly all actives have a fitted effect of over 60% in size
#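 Quantitative HTS format in 1536-well plates. HEK293T ELG1-luciferase reporter cells receive test compound and are incubated 16 hr at 37 °C, 5% CO2; ONE-Glo added, 30 min room temperature, then luminescence read.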
# Rab9 prom act = activators of Rab9 promoter. hit rate 2.8% among 320,000. Huh7 Rab9 promoter-luciferase reporter, luminescence, 24 h. Potency, µM (top dose mostly 9.22 µM), without a hit: at the highest dose activation, negative = inhibition, most hits filed as activators; further: potency means the concentration at half of the fitted maximal effect; % of control where 0% means no effect; nearly all actives have a fitted effect of over 60% in size
#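 Huh7 cells stably carrying a Rab9 promoter-luciferase reporter, 1500 cells per well in OP-MEM I with 10% FBS, treated with compound 24 hours at 37C. Luciferase activity read by luminescence after 10 minutes with Amplite reagent.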
# p53 reactivation = re-activators of mutant p53 | Potency, µM (top dose mostly 92.2 µM), inactives show top-dose activity change, positive = activation, actives largely listed as activators | hit rate 0.063% among 320,000 | H1299 p53-A138V BP100-luciferase reporter, luminescence, 24 h; further: potency means the concentration at half of the fitted maximal effect; % of control where 0% means no effect; nearly all actives have a fitted effect of over 45% in size
#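 p53-null H1299 cells stably carrying temperature-sensitive p53-A138V and a BP100-luciferase reporter were pinned with compounds (4-point, 1:5 series) and held 24 hrs at 37 deg C. Luminescence was read 10 min after detection reagent.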
# The depositor's hits bear a star; ? = inconclusive; . = not tested or not shown; [ ] = another dose, or the depositor's remark. Unless noted, the call rests on the fitted dose curve; in most records, active means well fitted curve in the direction sought with a large enough effect; inconclusive means small, poorly fitted or top-dose-only effect, or another doubt; inactive means no such curve, though single readings can be large; an effect the other way counts as inactive or inconclusive. Not all compounds are listed, so the mix of outcomes need not match the whole.
SMILES	NPC1 prom act	Gal4-VP16 FLuc	FLuc counter	Menin-MLL TR inh	BRCA1 expr act	PKM2 act	Giardia killer	RORg inh	ELG1 genotoxic	Rab9 prom act	p53 reactivation
CC(=O)c1ccc(N2CCN(C(=S)NCCCN(C)C)CC2)cc1	-2%	9%	0%	-27%	0%	-6%	17	21%	-12%	0%	19%
Cc1ccc(CS(=O)(=O)Cc2ccc(C(=O)NCc3cccnc3)o2)cc1	-3%	-14%	2%	1%	-11%	-1%	15	36%	-6%	-1%	1%
O=C(N/N=C\c1ccc([N+](=O)[O-])o1)C1COc2ccccc2O1 (centres undefined)	-13%	?	-7%	-22%	-90%	7%	-82*	-43%	?	-27%	-5%
O=C(/C=C/c1ccccc1Cl)NNC(=O)c1cccs1	0%	11%	?	2%	4%	2%	0	-5%	-5%	-9%	7%
CCc1ccccc1S(=O)(=O)Cc1ccc(C(=O)N2CCN(c3ccccn3)CC2)o1	-2%	-14%	-1%	-8%	0%	1%	25	-29%	-9%	-5%	-2%
O=C(CN1C(=O)c2ccccc2S1(=O)=O)NCCC1=CCCCC1	25%	-9%	?	10%	-14%	5%	-17	-24%	-1%	?	18%
O=C(Nc1cccc(-n2cnnn2)c1)c1ccco1	-1%	-7%	-4%	-15%	-13%	-6%	7	-17%	0%	4%	10%
O=C(NCc1nc2ccccc2[nH]1)C1=C[C@@H](C2CCCCC2)C[C@@H](OCc2ccc(CO)cc2)O1	1%	-8%	-4%	1%	-21%	0%	?	-38%	-17%	0%	-1%
COc1ccccc1NC(=O)Cn1c(CN2CCCCC2)nc2ccccc2c1=O	-1%	-5%	3%	2%	-20%	-1%	-18	-8%	0%	5%	-14%
Cc1ccc2nc(Nc3ccc(C)c(Cl)c3)c3nncn3c2c1	2%	-6%	-10%	?	-8%	.	-4	9%	3%	1%	9%
COc1ccnc(N2CCN(c3ccccc3)CC2)c1C#N	2%	-5%	-16%	4%	12%	1%	-7	?	1%	?	4%
Nc1ccc(Oc2ccc3c(c2)C(=O)N(CC2CCCO2)C3=O)cc1 (centres undefined)	?	3%	9.5µM*	.	7%	-1%	?	33%	?	?	-3%
Cc1ccc(C)c(OC2=NS(=O)(=O)c3ccccc32)c1	-14%	2%	-11%	-1%	-1%	-5%	15	-3%	3%	-28%	1%
COc1cc(Cl)cc(C(c2c(C(=O)O)[nH]c3ccccc23)c2c(C(=O)O)[nH]c3ccccc23)c1O	2%	-2%	-1%	?	-15%	-7%	-9	-3%	0%	-2%	.
O=C(CNC(=O)c1ccco1)N=Nc1c(O)[nH]c2ccc([N+](=O)[O-])cc12	-4%	-2%	6%	?	26%	1%	10	-32%	0%	-1%	-15%
CCOCc1cc(CN2CCC(CCC(=O)NC3CC3)CC2)ccc1OC	-2%	0%	-1%	-7%	0%	0%	10	-16%	-3%	1%	-4%
CCCNC(=O)Cc1c(C)n(C(=O)c2ccc(Cl)cc2)c2ccc(OC)cc12	-4%	-3%	4%	.	-20%	-1%	28	16%	-7%	4%	-17%
O=C(Nc1ccncc1)c1ccc2c(c1)C(=O)N(C1CCCCC1)C2=O	-4%	11µM*	2%	9%	-34%	-5%	-4	?	-7%	-16%	2%
CCOc1ccc(Nc2cc(=O)[nH]c(=O)[nH]2)cc1	2%	-4%	5%	3%	16%	-1%[11.5 µM]	-12	-19%	-3%	-1%	10%
Cc1cc(=O)oc(C)c1C(=O)NCCN1CCOCC1	-3%	-2%	0%	-8%	5%	-2%	5	5%	1%	3%	-7%
CCOC(=O)c1sc2nc(CSc3ccccc3Cl)[nH]c(=O)c2c1C	-4%	0%	6%	-11%	-12%	7%	0	13%	10%	-2%	-1%
COc1ccc([C@H]2[C@H](C(=O)C(C)(C)C)N3N=Cc4ccccc4C3C23C(=O)OC(C)(C)OC3=O)cc1 (some centres undefined)	-1%	4%	-9%	3%	-14%	-4%	4	39%	-1%	1%	-13%
Cc1ccc(S(=O)(=O)N(CC(=O)O)Cc2ccco2)cc1	-5%	-17%	-1%	.	2%	0%	22	18%	1%	-4%	-1%
N#CC1(Cc2ccc(Cl)cc2)c2ccccc2C=CN1C(=O)c1ccccc1 (centres undefined)	0%	5%	1%	-8%	-56%	-13%	-13	-13%	-9%	-7%	-2%
Nn1c(Cc2cccc3ccccc23)nnc1SCc1ccccc1Cl	10%	-6%	0%	-18%	-18%	9%	-24	-18%	-1%	-1%	-4%
CCc1cc(=O)[nH]c(SCC(=O)N2CCCC2)n1	-4%	.	0%	.	5%	.	18	.	-5%	-1%	0%
C/C(=N\NC(=S)NCc1ccccc1)c1ccc2ccccc2c1OC(F)F	-1%	2.2µM*	-3%	14%	-33%	4%	7	2.2µM*	-12%	-5%	0%
COc1ccccc1NC(=O)N1CCCC1C(=O)NCc1ccc(F)cc1 (centres undefined)	1%	3%	-1%	-2%	31%	2%	14	20%	-2%	-1%	-2%
CC(=O)c1cc(CN2CCN(C3CCCCC3)C(CCO)C2)cs1 (centres undefined)	-3%	-4%	5%	2%	-7%	-2%	1	-24%	-1%	-3%	-2%
CCc1c(C)nc(N)nc1Cl	-2%	-7%	0%	.	0%	0%	?	2%	1%	-3%	5%
COC(=O)c1cccc(NC(=O)c2ccccc2)c1	24%	-9%	?	.	92%	-5%	-1	1%	7%	?	4%
C/C(=N\N1CCN(c2ccc(Cl)cc2)CC1)c1ccco1	2%	23%	-8%	15%	4%	2%	-5	20%	1%	0%	-2%
O=C(COC(=O)C1CC2C=CC1C2)Nc1ccccc1 (centres undefined)	-2%	27%	17µM*	7%	-10%	-1%	-4	28%[10 µM]	0%	-3%	20%
COc1ccc(OC)c(-n2c(=S)[nH]c3cc(C(=O)NCCCN4CCCC4=O)ccc3c2=O)c1	-3%	1%	-1%	16%	.	1%	.	-4%	-1%	2%	23%
CCN(CC)C(=O)c1cn(CC)c(=O)c2cc(OC)c(OC)cc12	-2%	.	-1%	13%	-8%	-6%	0	5%[0.365 µM]	-4%	-4%	12%
CCSc1c(C(=O)NC)ccc2c1C(=O)c1ccccc1C2=O	11%	-9%	4%	-14%	18%	-9%	-22	-26%	2%	-4%	4%
Cc1ccc(C2(C)NC(=O)N(CCOc3ccccc3)C2=O)cc1 (centres undefined)	-5%	7%	1%	2%	-17%	4%	-3	15%	0%	12%	-16%
CC(C)(C)c1ccc(CN(Cc2ccccc2)C(c2ccccn2)c2nnnn2C(C)(C)C)cc1 (centres undefined)	-3%	-12%	4%	.	-38%	4%	-8	-8%	-6%	0%	5%
O=C(CS(=O)(=O)c1ccccc1)Nc1nc(-c2ccc(F)cc2)cs1	-6%	5%	?	?	-3%	8%	18	44%	-2%	-2%	-5%
S=C1NCN(Cc2ccco2)CN1	-1%	-9%	-1%	.	-11%	-7%	-4	-12%	-2%	-1%	-1%
O=C(NCCc1ccccc1)c1nc(-c2cccs2)no1	?	?	13µM*	18%	?	5%	1	26%	?	5.6µM*	?
COc1ccc(-c2cc(C(F)(F)F)nc(N3CCCCCC3)n2)cc1	-5%	0%	0%	-14%	-3%	-3%	6	11%	0%	-3%	9%
C=C1CC[C@@]23CC[C@]4(C)[C@@](OC2=O)([C@@H]3C1)[C@H]1O[C@H]1C1[C@@]2(C)CC[C@H](O)C(C)(C)C2CC[C@]14C (some centres undefined)	-1%	.	1%	.	15%	.	3	.	1%	-4%	0%
COc1ccc(NC(=S)NNC(=O)OC(C)(C)C)cc1OC	-1%	-3%	0%	7%	10%	-1%	-9	-40%	0%	-1%	2%
CC(C)n1cc(CN2CCCC(C(=O)Nc3cccc(-c4cc5ccccc5[nH]4)c3)C2)cn1 (centres undefined)	2%	3%	-12%	21%	-79%	.	-3	-21%	2%	-4%	-3%
COc1cc(C(=O)NC(=S)Nc2ccc(Cl)cn2)cc(OC)c1OC	-3%	11µM*	2%	7%	-15%	.	?	5µM*	7%	-3%	-3%
Cc1ccc(N2CC(C(=O)OCc3ccccc3F)CC2=O)cc1 (centres undefined)	-1%	-2%[0.365 µM]	-19%	-1%	-8%	-1%	12	2%	0%	0%	-11%
Cc1ccc(/C=N/NC(=O)CCCOc2ccc(Cl)cc2Cl)cc1[N+](=O)[O-]	0%	-3%	-10%	10%	-52%	-4%	-5	4%	0%	-4%	-6%
